Jurkat NFkB inh – inhibitors of induced NF-kB luciferase reporter, primary screen, TCR NF-kB activation inhibitor project, cell-based, luminescence, uHTS; AID 435003, 2010; inhibition, % at 4 µM; Jurkat, PMA/ionomycin-induced NF-kB luciferase reporter; 330,000 compounds, 0.53% hits
697 NFkB inh – inhibitors of PMA/ionomycin-induced NF-kB reporter, 697 cells, primary screen, B-cell NF-kB inhibitor project, cell-based, luminescence, uHTS; 697 B-cell NF-kB luciferase reporter, 16 h; inhibition, % at 4 µM; 330,000 compounds, 0.33% hits; in the data active means inhibition above about 35%
EBI2 antag – EBI2 receptor antagonists, beta-arrestin recruitment, primary screen, cell-based, luminescence, 7a,25-OHC stimulation, uHTS. G-protein coupled receptor 183 (Homo sapiens), P32249. 7a,25-OHC stimulated. inhibition, % at 5 µM. 360,000 compounds, 0.81% hits. AID 651636, 2012; in the data active means inhibition above about 38%;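 further: enzyme fragment complementation signal reports receptor beta-arrestin coupling in cells; 0% = agonist plus DMSO wells and 100% = wells without agonist; some results beyond the cut were filed as inactive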
Target sequence (P32249 whole entry, looked up, the tested form may be a part): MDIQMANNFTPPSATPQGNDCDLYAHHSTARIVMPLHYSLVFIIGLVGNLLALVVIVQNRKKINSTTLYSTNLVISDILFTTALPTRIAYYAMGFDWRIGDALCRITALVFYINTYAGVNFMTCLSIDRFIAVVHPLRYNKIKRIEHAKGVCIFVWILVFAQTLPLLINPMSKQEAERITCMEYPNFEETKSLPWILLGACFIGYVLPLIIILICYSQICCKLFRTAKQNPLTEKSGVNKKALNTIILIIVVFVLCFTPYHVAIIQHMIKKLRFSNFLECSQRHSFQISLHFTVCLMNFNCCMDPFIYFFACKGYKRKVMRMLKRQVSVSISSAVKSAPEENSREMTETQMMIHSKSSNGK
SENP8 block – SENP8 protease inhibitors, primary screen, biochemical, luminescence; purified SENP8, Z-RLRGG-aminoluciferin cleavage; inhibition, % at 10 µM; 330,000 compounds, 1.2% hits
UBC13 polyUb – UBC13 polyubiquitin chain formation inhibitors, primary screen, biochemical, TR-FRET, uHTS | 330,000 compounds, 0.47% hits | inhibition, % at 20 µM | Ubiquitin-conjugating enzyme E2 N (Homo sapiens), P61088 | AID 485273, 2010; in the data active means inhibition above about 45%, passing the limit was not always enough
Target sequence (P61088 whole entry, looked up): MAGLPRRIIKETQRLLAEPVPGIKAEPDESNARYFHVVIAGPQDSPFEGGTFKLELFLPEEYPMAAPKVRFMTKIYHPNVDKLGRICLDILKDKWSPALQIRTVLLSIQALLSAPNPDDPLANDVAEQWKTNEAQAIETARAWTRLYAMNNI
CCR6 antagonist – CCR6 receptor antagonists, primary screen, cell-based, CHO-K1, luminescence, beta-arrestin, uHTS. 340,000 compounds, 0.49% hits. CHO-K1 CCR6 PathHunter beta-arrestin, CCL20-stimulated. C-C chemokine receptor type 6 (Homo sapiens), P51684. inhibition, % at 20 µM. AID 493098, 2011;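 active means compounds whose inhibition of the agonist-driven luminescence signal at 20 µM reaches about 50%, limit read from the data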;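 further: cells stimulated with CCL20 at 14 nM final; plate controls were DMSO with CCL20 for no effect and DMSO without agonist for full effect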
Target sequence (P51684 whole entry, looked up): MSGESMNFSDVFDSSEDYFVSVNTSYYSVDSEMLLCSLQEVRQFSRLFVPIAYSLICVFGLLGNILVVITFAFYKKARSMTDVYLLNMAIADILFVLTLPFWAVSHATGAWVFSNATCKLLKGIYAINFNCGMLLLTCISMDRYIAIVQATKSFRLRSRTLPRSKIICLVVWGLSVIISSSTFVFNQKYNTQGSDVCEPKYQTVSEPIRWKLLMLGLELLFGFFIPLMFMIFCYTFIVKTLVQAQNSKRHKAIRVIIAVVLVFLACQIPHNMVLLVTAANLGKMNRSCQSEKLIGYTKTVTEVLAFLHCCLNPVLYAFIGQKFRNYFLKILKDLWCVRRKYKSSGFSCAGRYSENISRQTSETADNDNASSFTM
Apaf1 inhib – inhibitors of human Apaf-1 apoptosome, primary screen, biochemical, DEVD-Rh110 fluorescence, uHTS; Apoptotic protease-activating factor 1 (Homo sapiens), O14727; inhibition, % at 20 µM; 330,000 compounds, 0.71% hits; reconstituted apoptosome caspase-3 activity; active means inhibition of at least 40% at 20 µM;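 further: plate controls were DMSO wells for no effect and DEVD-CHO caspase inhibitor wells for full effect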
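Material: reconstituted apoptosome with Apaf-1, cytochrome c, caspase-9, procaspase-3, dATP / Buffer or medium: pH 7.5 Hepes buffer with CHAPS, BSA, DTT / Also added: cytochrome c with DEVD-Rh110 / Schedule: compound with Apaf-1, dATP, procaspase-3 30 min, then 50 min reaction, room temperature / Technique: rhodamine 110 fluorescence at Ex 480/Em 540 nm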
Gli-Sufu block – Gli-Sufu pathway antagonists, primary screen, luciferase luminescence, Sufu-KO-LIGHT cells, uHTS; Sufu-KO-LIGHT fibroblasts, Gli luciferase reporter luminescence; inhibition, % at 5 µM; 340,000 compounds, 0.74% hits; AID 588413, 2011;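 active means inhibition above about 55%, limit read from the data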;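 further: 0% = DMSO-treated cells and 100% = wells with medium but no cells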
Active calls of the source: *; / = not tested or not shown; & = joins results of further samples. Unless noted, no stated cut-off is given here; in the data, active means inhibition above about 50%; inactive means the rest. Not all compounds are listed; the hit share may differ from the screen's.

SMILES	Jurkat NFkB inh	697 NFkB inh	EBI2 antag	SENP8 block	UBC13 polyUb	CCR6 antagonist	Apaf1 inhib	Gli-Sufu block
O=C(CSc1nc2c(cnn2-c2ccccc2)c(=O)[nH]1)NCC1CCCO1 (stereo not given)	-5	-20	9	-7	-17	5	3	1
O=C(Cn1c(=O)c2c(ncn2Cc2ccccc2)n(Cc2ccccc2)c1=O)N1CCc2ccccc21	-15	10	6	1	-2	-16	-2	-4
CC1=CC(C)(C)NC(=S)N1c1cccc(C)c1	3	10	-11&4	6	6	2&6	-11	1&1
COc1cc(S(=O)(=O)N2CCN(Cc3ccc4c(c3)OCO4)CC2)c(C)cc1C	8	10	5	8	4	18	3	15
CC(C)C(=O)NC(=S)Nc1ccccn1	-1	5	-11	2	4	-15	-10	-2
CCN1C(=O)[C@H]2[C@@H](c3ccc(C)cc3)N3C(=O)N(c4cccc(C)c4)C(=O)[C@@]3(Cc3ccccc3)[C@H]2C1=O	-4	19	-5	-9	4	4	8	-10
CC1CCN(Cc2ccc(-c3nn[nH]n3)cc2)CC1	-20	-1	-8	-10	-10	5	6	-8
CCCCn1c(N)c(N(CCOC)C(=O)CCNC(=O)c2ccccc2Cl)c(=O)[nH]c1=O	-9	-30	-3	-4	-4	2	6	-4
CCOC(=O)C1CCCN(C(=S)NC2CCCC2)C1 (stereo not given)	-1	-5	6	-3	0	5	-2	-39
CCc1nc2ccccc2c(C(=O)OCC(=O)Nc2ccc(NC(C)=O)cc2)c1C	3	-3	-7	-10	-2	-4	2	/
OC(CSc1ccccc1Cl)CN1CCN(c2ccc(F)cc2)CC1 (stereo not given)	-4	-8	12	4	9	-1	3	5
O=C(C[n+]1cc(-c2ccc(Cl)c(Cl)c2)n2c1CCC2)c1cccs1	10	6	3	4	19	2	15	4
COCc1cc(CN2CCCC(CNC(=O)c3ccc(F)cc3)C2)ccc1OC (stereo not given)	-4	16	-10	-4	0	16	0	9
CCOc1ccccc1NC(=O)CN(C)S(=O)(=O)c1ccc(OC)c(C)c1	-5	-32	-2	0	10	9	-6	5
O=C(CNC(=O)c1ccccc1)OCC(=O)N1N=C(c2ccc(Cl)cc2)CC1c1ccco1 (stereo not given)	8	4	-13	1	13	-5	36	-7
CN(CCCCOc1ccc(F)cc1)Cc1ccccc1	-10	-10	-1	-7	-4	5	10	9
COc1ccc(S(=O)(=O)CCC(=O)NCCc2ccc(C)cc2)cc1	6	9	6	0	-4	3	-3	4
Cc1ccc(/C=C(\NC(=O)c2ccccc2)C(=O)N2CCCCC2)cc1	2	2	-9	-14	-3	13	11	5
Cc1ccccc1-c1nnc(-c2ccc(Cl)cc2)o1	-81	-129	-1	58*	-4	7	16	-78
COc1ccc(S(=O)(=O)N2CCOCC2)cc1NC(=O)/C=C/c1ccccc1	7	24	10	8	1	19	3	0
CCn1c(=O)c(NC(=O)c2ccccc2)c2n(c1=S)CCCCC2	-5	2	-2	-4	3	-5	-3	6
CCOc1ccccc1NC(=O)c1ccccc1N(C)S(C)(=O)=O	-3	11	-1	-1	2	12	-3	/
Cc1occc1C(=O)NCc1nc(-c2ccc(Cl)cc2)no1	7	-14	-7	-15	0	9	5	6
CC(C)(C)c1cc(CCC(=O)NCc2ccncc2)cc(C(C)(C)C)c1O	-7	6	-3	-8	-4	5	5	4
CC(C)Oc1ccc(C(=O)NC(=S)Nc2ccc(CN3CCOCC3)cc2)cc1	2	-6	13	1	3	24	6	4
Cc1[nH]c(=O)[nH]c(=O)c1Cc1cccc2ccccc12	5	13	4	3	8	1	-1	-9
Cc1ccc(S(=O)(=O)NCC(=O)N(CC(=O)NC(C)(C)C)Cc2cccs2)cc1	13	19	-10	-3	9	5	-6	4
CSCCC(NC(=O)c1ccccc1)C(=O)Nc1ccc(C)cc1 (stereo not given)	-7	2	-7	-1	3	7	-11	-1
CC(C)n1c(C(F)(F)F)nc2cc(C(=O)N3CCCCC3)ccc21	14	-3	-12	-1	5	2	-19	3
CC1(C)CCC(=O)N(c2ccc(OC(F)(F)F)cc2)C1=O	-18	0	-5	-6	-3	-2	6	13
CC(CN1CCCCC1)OC(=O)c1ccc2c(c1)OCO2 (stereo not given)	-1	4	-5	0	2	4	-2	1
Cc1cccc(CC(=O)NCC2CCCCC2)c1	-8	-34	-9	-9	1	12	-12	-13
CC1CN(c2nc3c(c(=O)n(Cc4ccc(Cl)cc4)c(=O)n3C)n2C)CC(C)O1 (stereo not given)	13	-6	-9	1	6	8	10	17
CCc1ccccc1N1CC(C(=O)Nc2nccs2)CC1=O (stereo not given)	3	15	-1	-2	6	2	2	-22
CCOC(=O)C1(Cc2cccc(OC)c2)CCN(Cc2cnc(SC)nc2)CC1	13	8	6	5	6	17	-1	16
O=C(Nc1sc(-c2ccccc2)cc1C(=O)O)c1ccccc1	-42	-95	-3	66*	-4	-14	10	-95
COc1ccc(CN(C)Cc2cc(=O)n3ccsc3n2)c(OC)c1OC	1	12	15	-14	-6	7	-11	-8
O=C(C1CCCCC1)N1CCC(c2nc3c(nnn3Cc3c(F)cccc3Cl)c(=O)[nH]2)CC1	-16	-17	5	0	17	13	19	-5
O=C(CN1CCOCC1)Nc1ccccc1	-5	15	-4	1	4	5	-16	-19
CCOc1ccc(C2/C(=C(\O)c3ccc4c(c3)OCCO4)C(=O)C(=O)N2CCCN2CCOCC2)cc1OC (stereo not given)	15	-30	1	7	-17	-12	21	-7

Reprinted from the part before: 2 entries, then new ones.
SMILES	Jurkat NFkB inh	697 NFkB inh	EBI2 antag	SENP8 block	UBC13 polyUb	CCR6 antagonist	Apaf1 inhib	Gli-Sufu block
O=C(CN1CCOCC1)Nc1ccccc1	-5	15	-4	1	4	5	-16	-19
CCOc1ccc(C2/C(=C(\O)c3ccc4c(c3)OCCO4)C(=O)C(=O)N2CCCN2CCOCC2)cc1OC (stereo not given)	15	-30	1	7	-17	-12	21	-7
CCCCNC(=O)c1onc(CS(=O)(=O)c2ccccn2)c1C(=O)NCCCC	-3	32	-5	-4	5	6	-3	1
COc1ccc(CNC(=O)c2c(F)c(F)c(F)c(F)c2F)cc1	4	18	-8	-8	-4	1	-10	3
CCCCc1cn([C@@H](CCCCNC(=O)OC(C)(C)C)C(=O)N2CCN(C(=O)OC(C)(C)C)CC2)nn1	-3	-22	4	-6	-6	16	17	9
O=C(CNC(=O)c1cccc(N2C(=O)c3ccccc3C2=O)c1)Nc1ccc(F)c(F)c1	0	18	-7	1	8	8	-7	4
COc1ccc(N2CCN(C(=O)[C@H](Cc3c[nH]c4ccccc34)NC(C)=O)CC2)cc1	8	10	-5	3	-4	7	3	-4
CCOC(=O)CNC(=O)C1c2cc(OC)c(OC)cc2C(=O)N(C)C1c1ccccc1F (stereo not given)	-5	10	-3	-2	3	0	3	5
Cc1nnc(SCC(=O)Nc2sc3c(c2C(N)=O)CCCC3)[nH]c1=O	-11	3	6	-1	-10	-6	12	-1
Cn1c(=O)c2c(nc(CN3CCC(C(N)=O)CC3)n2Cc2c(F)cccc2Cl)n(C)c1=O	13	12	5	-6	-4	-9	4	1
Cc1cccc(NC(=O)NC(C)C(c2cccs2)N2CCOCC2)c1 (stereo not given)	0	3	-2	-9	-2	6	5	0
CCN1CCN(C(=O)c2nn(-c3ccc(C)cc3)c(=O)c3c2c2ccccc2n3C)CC1	-14	-4	-2	-11	-9	4	5	8
O=C(CCCOc1ccccc1)OCn1nnc2ccccc2c1=O	4	21	-6	1	2	1	1	-4
COc1ccc(C(C)NCCC(c2ccc(OC(C)C)cc2)c2ccccc2OC)cc1 (stereo not given)	14	-1	30	-7	37	29	21	3
Cc1cc(/C=N/NC(N)=O)c(C)c(CO)c1	8	4	1	0	2	-6	-2	-12
CC1CC(C)(C)CC2(C1)NC(=O)N(CC(=O)Nc1c(F)cccc1F)C2=O (stereo not given)	16	32	-17	-8	5	5	-1	3
O=C(O)C1CCCC2CN3CCc4c([nH]c5ccccc45)C3C(O)C21 (stereo not given)	4	-5	-20	10	-1	-17	-11	0
C=CCNC(=O)c1sc(=S)n(-c2ccc(C(=O)OCC)cc2)c1N	-2	7	7	-2	6	-5	-14	-6
CS(=O)(=O)N(CCc1ccccc1)CC(=O)NCc1ccncc1	-3	11	-1	3	3	3	-20	1
CC1(CCBr)C(=O)N(c2ccccc2)c2ccccc21 (stereo not given)	-8	6	4	-4	2	17	1	0
COc1ccc(N/C=C/C(=O)c2cc(OC)c(OC)c(OC)c2)cc1	35	-4	10	-18	-6	25	-2	35
COc1ccc(S(=O)(=O)NCC2CCC(C(=O)NCc3ccc(F)cc3)CC2)cc1 (stereo not given)	7	9	20	7	5	-5	-1	-2

SENP8 block, entries above that show a hit.
mol	Jurkat NFkB inh	697 NFkB inh	EBI2 antag	SENP8 block	UBC13 polyUb	CCR6 antagonist
Cc1ccccc1-c1nnc(-c2ccc(Cl)cc2)o1	-81	-129	-1	58*	-4	7
O=C(Nc1sc(-c2ccccc2)cc1C(=O)O)c1ccccc1	-42	-95	-3	66*	-4	-14

Going on with the list:
SMILES	Jurkat NFkB inh	697 NFkB inh	EBI2 antag	SENP8 block	UBC13 polyUb	CCR6 antagonist	Apaf1 inhib	Gli-Sufu block
COc1ccccc1N1CCN(C(=O)CCn2c(=O)[nH]c3ccccc3c2=O)CC1	5	12	0	1	9	-4	1	5
CCc1ccc(OCC(=O)Nc2ccc(S(=O)(=O)Nc3ccccn3)cc2)cc1	2	0	61*	2	-4	10	8	-17
Clc1ccc(-c2ccc(C=Nc3ccc(N4CCOCC4)cc3)o2)cc1	10	-24	-14	-1	-21	-2	13	-4
O=C1Nc2ccc(Br)cc2C1Cc1ccccc1F (stereo not given)	-1	2	13	-3	3	4	-3	7
COc1ccc(/C=N/OCC(=O)Nc2cc(C)on2)cc1OC	2	15	-12	0	7	-11	1	-5
CN(CC(=O)NNC(=O)CCNS(=O)(=O)c1ccccc1)S(=O)(=O)c1ccc(Cl)cc1	1	16	-2	-2	0	2	7	-5
CCCCOc1cccc(C(=O)Nc2ccc(NC(=O)c3ccco3)cc2)c1	3	-20	4	-1	-3	4	-1	-21
CCN(CC(=O)NC(C)(C)C)C(=O)c1ccc(Br)cc1	-2	-10	-2	-8	-11	-15	7	50
CCOc1cc(/C=N/NC(=O)C(N)=O)cc(Br)c1O	-2	20	2	5	-2	14	-32	-9
COc1cc(/C=N/NC(=O)CCN2CCN(C(c3ccccc3)c3ccccc3)CC2)ccc1O	-2	-12	21	-2	4	13	4	-1
CC(=O)Nc1cn(-c2ccccc2)nc1-c1ccccc1	-17	-3	-5	-6	-3	-10	1	-1
Cc1ccc(S(=O)(=O)NCCC(=O)Nc2ccc(S(=O)(=O)NC(C)C)cc2)cc1	16	15	-8	1	4	17	-15	-9
O=C(NCc1ccc(F)cc1)C(Cc1ccccc1)n1cccc1 (stereo not given)	8	2	-8	-1	4	10	-10	5
O=C(O)c1ccc(N=C2SCC(=O)N2Cc2ccccc2)cc1	6	6	8	-7	-13	-2	-5	/
CCOc1ccc2nc(SCc3cccc(C)c3)nc(C)c2c1	17	-35	17	-3	35	20	-10	-34
COc1cccc(NC(=O)CSc2nnc(CNC(=O)c3ccccc3)n2C)c1	9	-4	-6	-3	22	-1	-21	-9
Cc1ccc(-c2nc3cnccn3c2Nc2ccc3c(c2)OCCO3)o1	-30	-75	8	-3	-12	10	14	0
O=C(CSc1cn(CCNC(=O)c2cccs2)c2ccccc12)NCc1ccccc1	-2	4	2	3	1	13	9	-3

Screening results: PubChem BioAssay, Sanford-Burnham Center for Chemical Genomics
